FXN GAA850 act: frataxin GAA850 promoter activation. activation, % at 6 µM. hit rate 0.56% among 360,000. HEK293 lucGAA850 FXN promoter luciferase reporter, 24 h; percent of 10 µM SAHA response. AID 540364;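 active = activation above the average of all compounds screened plus 3 SD, cutoff fixed separately per campaign, cut at about 7.5% in these data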;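 note: 0% = DMSO wells and 100% = 10 µM SAHA wells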
PLCb3 inh: PLC-beta3 (human) inhibition, primary screen | Q01970 | Purified PLC-beta3, fluorogenic substrate, fluorescence | inhibition, % at 12.2 µM | hit rate 0.18% among 370,000 | AID 720704; in the data active = inhibition above about 11%;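 note: 0% = median of compound wells on plate and 100% = full blocker control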
ADAM10 inh: ADAM10 inhibition, QFRET primary screen | recombinant ADAM10, EDANS/DABCYL FRET peptide cleavage, 3 h | inhibition, % at 7 µM | hit rate 0.62% among 370,000 | AID 720582;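 active = inhibition above a per-campaign cutoff equal to the mean of compounds falling between control-based bounds plus 3 SD, cut at about 20% in these data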;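 note: 0% = DMSO wells while the 100% control is not disclosed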
hgDAF-12 ag: agonists of H. glycines DAF-12 nuclear receptor; hit rate 1.8% among 370,000; HEK293 GAL4-hgDAF12 UAS-luciferase reporter, agonist luminescence; normalized to butyrate control; AID 687014; activation, % at 6.8 µM;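 active = activation above a cutoff set at the mean of all screened compounds plus 3 SD, cut at about 10% in these data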;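 note: 0% = DMSO wells and 100% = sodium butyrate wells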
ssDAF12 agonist: activates DAF-12 receptor from parasite S. stercoralis. hit rate 1% among 370,000. HEK293 ssDAF-12/GRIP1 lit1-tk-luc reporter, luminescence; % of 3 µM dafachronic acid response. activation, % at 6.8 µM;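 active = activation above the mean over all tested compounds plus 3 SD, cut at about 0.9% in these data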;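 note: 0% = DMSO-only wells and 100% = 3 µM delta7-dafachronic acid wells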
hcDAF12 agonist: activators of H. contortus DAF-12 nuclear receptor; activation, % at 6.8 µM; HEK293 hcDAF-12 lit1-tk-luc reporter, luminescence; 0% DMSO, 100% Δ7-dafachronic acid; hit rate 1.4% among 370,000;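 active = activation above the mean of all tested compounds plus 3 SD, cut at about 5.5% in these data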;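 note: 100% = response to 3 µM Δ7-dafachronic acid high control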
ADAM17 inh: inhibits human ADAM17 | P78536 | recombinant ADAM17, EDANS/DABCYL FRET peptide cleavage | inhibition, % at 6.95 µM | hit rate 0.83% among 370,000;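 active = inhibition above the mean of compounds lying between control limits plus 3 SD, set per campaign, cut at about 8.5% in these data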;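 note: 0% = DMSO-only wells as the low control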
Target sequence (P78536 215-824 limits assumed): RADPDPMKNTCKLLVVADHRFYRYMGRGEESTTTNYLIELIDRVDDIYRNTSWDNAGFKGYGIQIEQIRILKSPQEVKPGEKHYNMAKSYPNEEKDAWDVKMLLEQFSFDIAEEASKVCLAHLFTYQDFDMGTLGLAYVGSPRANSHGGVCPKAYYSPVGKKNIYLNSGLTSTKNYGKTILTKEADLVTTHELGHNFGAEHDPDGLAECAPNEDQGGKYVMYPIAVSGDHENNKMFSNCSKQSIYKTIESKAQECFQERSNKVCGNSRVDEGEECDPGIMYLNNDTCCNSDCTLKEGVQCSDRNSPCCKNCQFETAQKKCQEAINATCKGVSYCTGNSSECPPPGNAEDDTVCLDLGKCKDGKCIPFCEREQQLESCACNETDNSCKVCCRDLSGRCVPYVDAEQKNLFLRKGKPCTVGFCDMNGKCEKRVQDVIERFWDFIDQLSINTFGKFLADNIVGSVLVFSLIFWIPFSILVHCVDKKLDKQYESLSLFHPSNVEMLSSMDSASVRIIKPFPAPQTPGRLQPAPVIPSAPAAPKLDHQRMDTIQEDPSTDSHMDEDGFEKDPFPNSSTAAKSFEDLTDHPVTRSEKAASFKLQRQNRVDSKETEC
DAX1 inh-1: inhibitors of DAX1 repression of SF-1 activated StAR promoter | HEK293T StAR-luciferase reporter, SF-1/DAX-1 repression relief | inhibition, % at 6.8 µM | hit rate 1.1% among 370,000 | AID 652010;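 active = inhibition above the mean over all tested compounds plus 3 SD, cut at about 3.6% in these data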;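 note: 0% = DAX-1 cells with DMSO and 100% = cells lacking DAX-1 with DMSO; higher inhibition means more luminescence from relief of DAX-1 repression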
DAX1 inh-2: inhibitors of human orphan nuclear receptor DAX1 (NR0B1); P51843; HEK293 Gal4-DAX1 luciferase reporter, luminescence; inhibition, % at 6.75 µM; hit rate 0.99% among 340,000; AID 504766;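 active = inhibition above the mean over all tested compounds plus 3 SD, cut at about 4.2% in these data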;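 note: 0% = DAX1-transfected cells with DMSO and 100% = empty-vector control cells with DMSO; inhibition shows as a rise in luminescence from relieved DAX1 repression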
Target sequence (P51843 207-470 limits assumed): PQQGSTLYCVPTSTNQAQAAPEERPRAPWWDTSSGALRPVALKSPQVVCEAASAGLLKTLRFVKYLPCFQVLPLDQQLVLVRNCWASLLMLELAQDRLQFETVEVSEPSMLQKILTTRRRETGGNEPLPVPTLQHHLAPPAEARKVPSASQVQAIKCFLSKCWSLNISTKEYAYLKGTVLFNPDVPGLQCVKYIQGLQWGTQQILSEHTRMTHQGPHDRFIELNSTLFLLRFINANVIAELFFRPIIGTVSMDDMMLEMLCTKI
HGIII-sPLA2 inh: Inhibits HGIII-sPLA2 liposome hydrolysis, primary screen | Q9NZ20 | inhibition, % at 12.2 µM | hit rate 0.56% among 370,000 | QFRET BODIPY PC-A2 liposome hydrolysis, fluorescence;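 active = inhibition above mean plus 3 SD of compounds lying within the high and low control bounds, cut at about 19% in these data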;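 note: 0% = median of test compound wells and 100% = no enzyme DMSO wells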
PLCg1 inh: blocks human PLC-gamma1 enzyme activity | P19174 | purified PLC-gamma1, fluorogenic substrate, fluorescence | inhibition, % at 12.2 µM | hit rate 0.84% among 370,000; in the data active = inhibition above about 9.5%
Active calls of the source: *; x = not tested or not shown.

SMILES | FXN GAA850 act | PLCb3 inh | ADAM10 inh | hgDAF-12 ag | ssDAF12 agonist | hcDAF12 agonist | ADAM17 inh | DAX1 inh-1 | DAX1 inh-2 | HGIII-sPLA2 inh | PLCg1 inh
O=S(=O)(c1ccc(NC(=S)N/N=C/c2cccc(Oc3ccccc3)c2)cc1)N1CCOCC1 | 0.5 | -9 | -10 | -0.2 | -1.1 | 0.7 | -1 | -0.2 | 1.4 | 3 | -6
CSc1nnc(NC(=O)c2ccc(C)c(S(=O)(=O)N3CCOCC3)c2)s1 | 0.5 | 6 | -3 | 1.1 | -1.2 | -0.6 | 6 | 0.2 | -0.6 | 7 | 6
Cn1cc(C(=O)C(=O)N2CCOCC2)c2ccccc21 | 0.2 | -4 | -4 | -2.0 | -1.2 | -0.4 | 2 | -0.9 | 0.2 | -1 | 1
C[C@H]1CN([C@@H](C)CO)C(=O)c2cc(Br)cnc2O[C@H]1CN(C)C(=O)Cc1ccccn1 | 0.2 | -2 | -13 | -4.0 | -1.3 | -1.8 | -2 | -0.3 | 0.4 | 17 | -2
O=C(Nc1nnc(CC(c2ccccc2)c2ccccc2)s1)c1ccco1 | -1.4 | -2 | 1 | -1.7 | -1.3 | -0.7 | 2 | -0.8 | 4.5* | -9 | -1
O=C(NCC[C@@H]1CC[C@@H](NC(=O)c2cnccn2)[C@@H](CO)O1)c1ccc2c(c1)OCO2 | x | 0 | -3 | -0.6 | -1.3 | -3.6 | -3 | -0.5 | x | 1 | -1
O=C(CN1CCCCCCC1)Nc1cccc(Cl)c1Cl | 0.9 | -1 | 1 | 4.2 | -2.2 | -0.8 | -2 | -0.7 | 0.3 | -2 | 0
COc1cc2nc(NC(=O)c3ccc(Cl)cc3)sc(=O)c2cc1OC | 0.5 | -7 | -20 | -1.2 | -0.7 | -1.4 | -7 | 0.0 | 1.4 | 14 | -4
COc1ccc(/C=C/C(=O)Nc2ccc(-n3nncc3-c3ccccc3)cc2)cc1OC | -1.0 | -75 | -31 | -4.6 | -1.9 | -4.7 | -11 | -1.5 | -2.4 | -19 | -57
Cc1ccc(NC(=O)c2ccc(C(=O)c3ccccc3)cc2)nc1 | 0.8 | -1 | 9 | 5.4 | -0.9 | -0.6 | 0 | 3.9* | 0.8 | 2 | 5
CCCCCCCCNS(=O)(=O)CCNCc1ccco1 | 0.6 | -2 | -3 | -0.4 | -0.2 | 0.1 | 0 | 0.0 | 0.5 | 1 | -5
c1cc2c(cc1C1=Nn3c(nnc3C3CCCCC3)SC1)OCO2 | 0.7 | 1 | -1 | 2.3 | -1.1 | -0.7 | -5 | -1.6 | -0.3 | 1 | -1
CCOC(=O)C1=C(N)Oc2cc(O)ccc2C1c1ccc(C)cc1 (configuration not stated) | 2.6 | -7 | 8 | -1.7 | -0.1 | -2.5 | 4 | 0.7 | -0.3 | -5 | 1
NC(=O)COC(=O)c1cccc(S(=O)(=O)N2CCCCC2)c1 | 3.8 | -8 | 5 | -0.4 | -1.8 | 0.5 | -2 | 0.4 | -1.0 | 0 | 0
C/C(N)=C(/C#N)C(=O)COC(=O)C1CCC(C(C)(C)C)CC1 (configuration not stated) | 1.1 | -2 | 5 | -1.1 | -0.9 | -1.8 | -2 | -0.2 | 0.1 | -15 | 1
O=C(NCCCN1CCOCC1)c1ccccc1N1C(=O)[C@@H]2Cc3c([nH]c4ccccc34)C(c3cccc(Cl)c3)N2C1=O (some centres not stated) | -8.1 | -1 | -1 | -2.6 | -0.9 | 3.3 | 4 | -0.4 | 0.2 | -23 | 0
Cc1n[nH]c(C)c1S(=O)(=O)N1CCCC(C(=O)Nc2ccc(Br)cc2)C1 (configuration not stated) | -2.0 | -5 | 5 | -4.2 | -1.8 | -1.1 | 2 | -1.2 | 1.2 | -13 | 5
O=C(C(=O)N1CCC(CNS(=O)(=O)c2cccc(C(F)(F)F)c2)CC1)c1cc2ccccc2o1 | x | -4 | 8 | -0.5 | -1.4 | -0.9 | 2 | -0.4 | x | -26 | -3
O=C(c1ccccc1Cc1ccccc1)N1CCN(S(=O)(=O)c2ccccc2Br)CC1 | -0.9 | -3 | 8 | 0.2 | -1.5 | -0.9 | 3 | -1.2 | 0.3 | -16 | -2
O=C(COc1ccc(C(=O)NCC2CCCO2)cc1)Nc1cccc(C(F)(F)F)c1 (configuration not stated) | -1.8 | -3 | 2 | -0.9 | -1.0 | -2.9 | -2 | 0.5 | 0.2 | -5 | -2
O=C(NC1CC1)c1ccc(CN(c2ccccc2)S(=O)(=O)c2ccccc2)cc1 | 1.6 | -2 | 0 | 0.9 | -1.5 | -1.6 | -3 | -0.1 | 0.9 | -4 | -4
Fc1cccc(/C=N/Nc2cc(N3CCOCC3)ncn2)c1 | 9.3* | -2 | -3 | 7.7 | -1.0 | -0.1 | -4 | 0.9 | 3.9 | 5 | -2
COc1ccc(CN2CC(C(=O)NCc3ccccn3)CC2=O)cc1 (configuration not stated) | -1.8 | -1 | -8 | -1.1 | -1.4 | 1.9 | -2 | 0.5 | 2.7 | 1 | 0
Cc1cc(C)cc(OCC(=O)OCC(=O)NCc2ccco2)c1 | -1.1 | -4 | -3 | 0.6 | -1.5 | -1.4 | -3 | 0.5 | 2.7 | 1 | 0
CCOC(=O)c1ccc(NC(=O)CC2C(=O)N(c3ccc(F)cc3)C(=O)N2CCCOC)cc1 (configuration not stated) | -0.8 | 4 | 3 | -0.8 | -0.9 | -0.6 | -2 | 0.1 | -0.8 | -9 | 1
Cc1noc2ncnc(Sc3c(Cl)cccc3Cl)c12 | 1.6 | 4 | 6 | 0.9 | -1.1 | -1.4 | -3 | -0.6 | -0.4 | -3 | 0
CC(C)Oc1cccc(C(=O)NC(=S)Nc2ccc3c4c(cccc24)CC3)c1 | 1.4 | -32 | -8 | -0.7 | -0.8 | -0.9 | -5 | 0.1 | 0.2 | -1 | -33
COc1ccccc1CN(C)C(=O)CN1C(=O)c2ccccc2C1=O | -0.1 | -7 | 5 | 0.1 | -1.3 | -1.5 | -4 | -0.3 | -0.4 | 12 | 1
CN(C)C(=S)Nc1ccc([N+](=O)[O-])cc1 | 1.0 | 3 | -13 | -1.6 | -0.1 | -0.8 | 0 | -0.6 | -1.0 | 0 | 1
Cc1cccc(C(=O)NN2S(=O)(=O)c3ccccc3S2(=O)=O)c1 | -4.5 | -30 | -4 | -5.0 | -1.5 | -0.7 | -3 | 0.0 | 1.0 | 15 | 3
CC(C)c1nnc(SCC(=O)Nc2ccc3c(c2)OCO3)n1C | 0.2 | 4 | 3 | 1.2 | -0.3 | -1.3 | -2 | 0.3 | 1.0 | 5 | -2
O=C(Cn1cnc2ccccc2c1=O)c1ccc2ccccc2c1 | 1.3 | -172 | -255 | 10 | -0.4 | 1.2 | -70 | 1.2 | 1.7 | -30 | -169
CCOC(=O)c1cc2[nH]c3ccccc3c2[n+](-c2ccc([N+](=O)[O-])cc2)c1N | 0.5 | 2 | 7 | 1.3 | -1.1 | 1.2 | 0 | -0.3 | 0.4 | 6 | 4
COc1ccc(C(=O)N/C(=C\c2cn(C)c3ccccc23)C(=O)N2CCN(C)CC2)cc1OC | 2.8 | -42 | -8 | -1.0 | -0.8 | 0.3 | 3 | -1.4 | 0.9 | 1 | -29
Cc1ccc(-c2nn(C)c(=O)c3ccccc23)cc1CNC(=O)c1ccccc1 | 3.2 | -7 | 2 | -5.5 | -1.9 | -1.8 | -2 | -1.0 | x | 1 | 3
Cc1nc(-c2noc(-c3cccc(Cl)c3)n2)c(C(F)(F)F)o1 | 0.8 | -14 | 0 | 2.2 | -1.6 | 0.2 | -2 | -0.3 | 0.8 | -8 | 0
Cc1ccc(S(=O)(=O)N(C)C)cc1NC(=O)COC(=O)Cc1ccsc1 | 1.1 | -11 | -17 | 3.9 | -0.4 | -0.3 | -8 | 0.7 | -1.3 | 1 | -9
COc1ccc(C(C#N)N2N=C(c3ccccc3)CC2c2ccccc2)cc1OC (configuration not stated) | 6.6 | 4 | 2 | 7.0 | 0.1 | 8.7* | 1 | 2.1 | 2.3 | -7 | 2
CC(C)CNC(=O)C1CSCCS(=O)(=O)N1Cc1ccc(F)cc1 (configuration not stated) | x | 4 | 3 | 3.2 | -1.5 | -1.8 | 0 | -0.2 | x | 9 | -1
Cc1[nH]c(=O)[nH]c(=O)c1S(=O)(=O)NCCc1ccc(S(N)(=O)=O)cc1 | 0.5 | -1 | -2 | 1.4 | -1.1 | 1.8 | -3 | 0.0 | 0.0 | -5 | -3
O=C(Nc1ccc(CSc2ccccc2)cc1)c1ccc(CN2CCOCC2)cc1 | -5.4 | -1 | 6 | -9.2 | -2.9 | -6.8 | 1 | -2.9 | -3.4 | -17 | 1
CCCC(C1=C(O)CC(C)(C)CC1=O)C1C(=O)CC(C)(C)CC1=O (configuration not stated) | 0.4 | 4 | 7 | -0.7 | -1.1 | -0.9 | -2 | -0.6 | 0.6 | 5 | -1
COc1cc(OC)c(/C=N/NC(=O)c2ccncc2)c(OC)c1 | 0.6 | -18 | 0 | -0.5 | -1.5 | -1.5 | -1 | -0.4 | 0.4 | 2 | -11
CCSc1nnc(NC(=O)c2cccc(S(=O)(=O)N(C)c3ccccc3)c2)s1 | 0.9 | -6 | 13 | 10 | -0.3 | -1.4 | 6 | 0.2 | -0.1 | -1 | -8
CCCn1nnnc1NC(=O)c1ccc2ccccc2c1 | 1.7 | -6 | -6 | -1.4 | -0.2 | 3.1 | 0 | -0.2 | -0.4 | -2 | 3
COC(=O)c1ccc2c(c1)N(C)C(=O)CS2 | 1.5 | -1 | -1 | 0.9 | -1.5 | -1.1 | -6 | -0.1 | 0.1 | 1 | -2
CCc1c(C)nc(SCc2ccccn2)[nH]c1=O | 3.2 | 0 | 2 | 0.8 | -1.1 | 1.6 | -1 | -0.1 | -1.0 | 0 | 4
CCOc1ccc2[nH]c(=O)c(CN(Cc3cccs3)Cc3nnnn3C(C)(C)CC)cc2c1 | -1.9 | -11 | -48 | 0.1 | -1.7 | -1.6 | -19 | -0.7 | 3.4 | -12 | -12
CC1(C)CC(O)C(C)(C)N1O (configuration not stated) | 3.0 | -1 | 2 | 2.2 | -1.1 | -0.3 | -2 | 1.0 | -0.3 | 3 | 2
COc1ccc(NC(=O)C2CCC(N3C(=O)C4C5C=CC(C5)C4C3=O)CC2)cc1 (configuration not stated) | -1.7 | 1 | -8 | 1.1 | -0.8 | -1.0 | 1 | 0.4 | 1.7 | 5 | 1
COC(=O)/C=C1/S/C(=N/NC(=O)c2ccc(OC)cc2)NC1=O | -0.8 | -22 | 3 | -0.3 | -1.7 | -2.3 | 0 | 1.2 | 0.2 | 4 | -12

An unsorted share of the library; overall some 6.9% were active at least once.
